TEAD-YAP block: TEAD-YAP interaction inhibition; actives 1.4% (n = 640,000); AID 1259422; HEK-TIYL cells, TEAD-Gal4/YAP UAS-luciferase luminescence; inhibition, % at 9.12 µM; in the data active = inhibition above about 32%;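 note: 0% = median of test compound wells and 100% = reference inhibitor wells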
GPR151 activ: activates the human receptor GPR151; AID 1508602; Q8TDV0; activation, % at 11.2 µM; PathHunter beta-arrestin GPR151 cells, luminescence; actives 1% (n = 650,000); in the data active = activation above about 4.9%;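 note: 0% = median of compound wells and 100% = cells with positive control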
Target sequence (Q8TDV0 whole entry, looked up): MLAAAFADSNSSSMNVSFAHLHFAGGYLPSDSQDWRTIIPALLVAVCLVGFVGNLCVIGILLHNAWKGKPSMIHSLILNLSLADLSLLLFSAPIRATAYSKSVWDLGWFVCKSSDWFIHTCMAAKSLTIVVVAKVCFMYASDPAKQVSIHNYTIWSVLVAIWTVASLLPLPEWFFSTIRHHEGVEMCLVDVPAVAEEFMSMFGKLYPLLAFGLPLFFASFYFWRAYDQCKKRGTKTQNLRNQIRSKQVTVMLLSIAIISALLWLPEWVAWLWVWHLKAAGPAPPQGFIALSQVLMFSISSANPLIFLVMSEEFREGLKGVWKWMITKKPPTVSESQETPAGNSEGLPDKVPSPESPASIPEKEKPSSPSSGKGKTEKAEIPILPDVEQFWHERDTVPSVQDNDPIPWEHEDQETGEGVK
MITF primary: blocks human microphthalmia-associated transcription factor. O75030. AlphaScreen MITF homodimerization, bead proximity signal. inhibition, % at 2.6 µM. actives 0.91% (n = 650,000); in the data active = inhibition above about 50%;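 note: 0% = vehicle wells with protein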
Target sequence (O75030 whole entry, looked up): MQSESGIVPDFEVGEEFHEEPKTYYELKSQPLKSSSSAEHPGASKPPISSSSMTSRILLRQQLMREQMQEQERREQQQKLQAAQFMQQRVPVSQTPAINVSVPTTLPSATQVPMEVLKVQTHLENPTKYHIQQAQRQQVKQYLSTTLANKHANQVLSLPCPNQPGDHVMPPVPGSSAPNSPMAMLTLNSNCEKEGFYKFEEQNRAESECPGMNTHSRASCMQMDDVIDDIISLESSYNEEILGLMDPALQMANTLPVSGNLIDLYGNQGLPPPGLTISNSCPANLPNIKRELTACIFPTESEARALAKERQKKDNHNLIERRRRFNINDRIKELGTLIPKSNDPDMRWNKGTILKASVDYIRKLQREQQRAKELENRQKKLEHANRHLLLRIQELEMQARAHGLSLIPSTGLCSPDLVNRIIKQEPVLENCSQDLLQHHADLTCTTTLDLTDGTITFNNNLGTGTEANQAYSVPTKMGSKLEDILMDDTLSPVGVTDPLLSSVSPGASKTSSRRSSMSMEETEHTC
FBW7 activator: human FBW7 E3 ligase activation, primary screen | AlphaScreen FBW7–phospho-cyclin E peptide binding, activator screen | actives 0.13% (n = 650,000) | normalized activity (activation), % at 26.1 µM | Q969H0; in the data active = normalized activity above about 1.9%;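 note: purified mutant Fbw7 with reduced substrate affinity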
Numbers without * were called inactive; x = not tested or not shown.

SMILES | TEAD-YAP block | GPR151 activ | MITF primary | FBW7 activator
CC(Oc1ccc(Br)cc1)C(=O)NCC1CCCO1 (configuration not stated) | 1 | -0.4 | 14 | -0.1
CCc1ccc2[nH]c3nc(N/N=C/c4cc(OC)c(O)c(OC)c4)nnc3c2c1 | -1 | -0.6 | -3 | 0.9
CC1=C(C#N)C(NC(=O)c2cccs2)(C(F)(F)F)C(=O)N1 (configuration not stated) | 10 | -1.3 | 4 | 0.5
COc1cccc(NC(=O)Cn2c(-c3ccccc3F)nc3ccccc3c2=O)c1 | 2 | -0.9 | 3 | 0.1
Cc1ccc(NC(=S)N2CCCC(C(N)=O)C2)cc1Cl (configuration not stated) | -4 | -2.4 | 19 | 0.3
COc1ccc(CCNC(=O)c2cnc(SC)nc2C)c(OC)c1 | 3 | 2.1 | 10 | 0.2
COc1ccccc1C(=O)NCCN=C1NS(=O)(=O)c2ccccc21 | 4 | -0.8 | 11 | 0.1
CCN(CC)CCOC(=O)c1ccc(NC(=O)c2nc3nccc(C)n3n2)cc1 | 1 | -4.4 | 1 | 0.1
O=S(=O)(c1ccc(-c2csc(Nc3ccc(I)cc3)n2)cc1)N1CCOCC1 | 1 | 1.5 | 12 | 0.3
COc1ccc(/C=N\NC(=O)c2ccc(C)nc2)cc1Br | 0 | 4.2 | 5 | 0.2
COC(=O)c1nn(-c2ccc(C)cc2C)cc1O | -10 | 0.7 | 3 | 0.0
CCN1C(=O)/C(=N\n2cnnc2)c2ccccc21 | 0 | 2.2 | 2 | 0.2
C=C(C)Cn1c(N2CCC(C(N)=O)CC2)nc2c1c(=O)[nH]c(=O)n2C | 0 | 1.3 | 12 | -0.1
C=CCOc1ccc(C2/C(=C(/O)c3ccc(OCC)c(C)c3)C(=O)C(=O)N2CCN(CC)CC)cc1 (configuration not stated) | 0 | -1.2 | -6 | 0.1
Cc1ccn(CCC(=O)NCC2Cc3cc(-c4cncnc4)ccc3O2)n1 (configuration not stated) | -1 | -1.1 | 14 | 0.1
O=C1c2ccc([N+](=O)[O-])cc2C(=O)N1CCCCN1C(=O)c2ccc([N+](=O)[O-])cc2C1=O | 1 | 1.9 | 0 | -0.1
O=C(CC[C@H]1CN(Cc2ccccn2)CC[C@H]1N1CCOCC1)N1CCCCCCC1 | 0 | -0.5 | -7 | 0.5
Cc1ccc(-c2csc3nc(=O)c(C)nn23)cc1 | 2 | 0.0 | -9 | 0.0
CCOC(=O)c1ccc(S(=O)(=O)NNC(=O)c2sc3ccccc3c2Cl)cc1 | 16 | -0.4 | 29 | 0.1
CCOC(=O)C1=C(C)N=c2s/c(=C\c3ccc(O)cc3)c(=O)n2C1c1ccc(SC)cc1 (configuration not stated) | -6 | -0.5 | 0 | -0.1
O=C1NC2=C(C(=O)N(CCCc3ccccc3)C2)C(c2ccccc2Cl)N1 (configuration not stated) | -1 | -0.3 | -5 | 0.1
CCOC(=O)CCc1c(C)c2ccc(OCC(=O)N3CCOCC3)c(C)c2oc1=O | -7 | -0.1 | -6 | -0.3
NC(=O)CSc1nc2ccc(N3CCCCC3)cc2c(=O)n1Cc1ccccc1 | -18 | -2.6 | 2 | 0.2
O=C(c1ccc(F)cc1)C1CCN(C(=O)c2ccncc2)CC1 | 3 | 0.5 | 2 | 0.0
Cc1cc2c(c(-c3ccccn3)c1)OC(CNC(=O)C1(C)CC1)C2 (configuration not stated) | 12 | 0.7 | -10 | 0.0
SMILES | TEAD-YAP block | GPR151 activ | MITF primary | FBW7 activator
S=c1nc(NCc2ccc(Cl)cc2)c2ccccc2[nH]1 | 3 | -1.5 | 1 | -0.1
COc1cc(C(=O)Nc2ccc3nc(N4CCCCC4)cc(C)c3c2)cc(OC)c1OC | 5 | 1.2 | -8 | -0.1
COc1ccc(-c2nnn(CC(=O)Nc3c(C)cccc3C)n2)cc1 | 7 | 0.9 | -7 | 0.0
CCOc1ccc(NC(=O)CCN2CCN(Cc3ccccc3)CC2)cc1 | 14 | 2.3 | 0 | 0.0
COc1ccc(NC(=O)N2CCc3nc(C)[nH]c(=O)c3C2)cc1 | 2 | 1.1 | 0 | 0.1
O=C(CSc1ccnc(=O)[nH]1)NCc1ccco1 | -8 | -1.3 | 8 | 0.0
Nc1nc2n(n1)C(C(F)(F)F)CC(c1ccco1)N2 (configuration not stated) | 6 | 1.9 | 3 | -0.1
O=C(c1cccc(S(=O)(=O)N2CCCCC2)c1)N1CCN(C(=O)c2cccc(S(=O)(=O)N3CCCCC3)c2)CC1 | 17 | -2.2 | 17 | 0.4
O=C(CCn1c(SCC(=O)NC2CCCCC2)nc2ccccc2c1=O)NC1CCCCC1 | 2 | -1.4 | -4 | 0.8
Nc1c(C(=O)NCc2ccccc2)nnn1Cc1ccc(F)cc1 | -15 | -0.9 | -13 | -0.1
CCCCNC(=O)n1c(=O)oc2cc(Cl)ccc21 | 5 | 0.2 | 3 | 0.3
O=C(NNC(=O)c1ccc(Cl)cc1Cl)c1cccc(Br)c1 | -21 | 2.3 | 4 | 0.0
O=C(CN1C(=O)N2CCN=C2c2ccccc21)NC1CC1 | -3 | -0.5 | -2 | 0.0
NC(=O)c1ccc(C(=O)NNC(=S)NCCc2ccccc2)cc1 | 6 | 0.1 | 7 | -0.2
COc1ccc(C2C(C(=O)N3CCN(c4ccccn4)CC3)c3ccccc3C(=O)N2c2ccc(OC)cc2)cc1 (configuration not stated) | 12 | -0.8 | 11 | 0.0
Cc1ccc(-c2nc(C(=O)N3CCN(c4ncccn4)CC3)c3n2CCCCC3)cc1 | -7 | 0.7 | 3 | 0.0
CCOc1ccc(OCCOCCNCCCOC)cc1 | -9 | -0.6 | 22 | -0.1
CC(/C=C\C=C\c1ccccc1)=N\NC(=O)c1cncc(Br)c1 | -5 | 0.5 | -10 | 0.1
O=C(CCNC(=O)c1ccccc1)N/N=C/c1ccccc1 | -8 | -1.0 | 2 | 0.2
CC[C@H](C)[C@@H]1NC(=O)[C@H]2CN(C(=O)c3ccc(C(F)(F)F)cc3)CCN2C1=O | 1 | 2.8 | -14 | 0.2
COc1ccccc1Cn1c(=O)c2cccnc2n(Cc2ccccc2F)c1=O | -6 | -1.6 | 12 | -0.1
COCCNC(=O)c1ccc2c(c1)nc(C)n2-c1ccccc1OC | 3 | 0.1 | -7 | -0.1
Cc1ccc(CN2CCN(Cc3cn(C)nc3C)CC2CCO)o1 (configuration not stated) | 7 | -0.1 | 5 | 0.0
Cc1cc(C)nc(NC(=O)c2ccccc2C(=O)O)n1 | -2 | -0.8 | 4 | 0.2
Cc1nc(CN(C)C(=O)CCC2(Cc3ccc(Cl)cc3)CCC(=O)N2)cs1 (configuration not stated) | -3 | 0.1 | 0 | 0.6
SMILES | TEAD-YAP block | GPR151 activ | MITF primary | FBW7 activator
CCOc1ccc(S(=O)(=O)Nc2cc(C(F)(F)F)cc(C(F)(F)F)c2)c2cccnc12 | -7 | -1.2 | 5 | 0.0
COc1ccccc1-n1cc(CN2CCN(CC(C)C)C(CCO)C2)cn1 (configuration not stated) | 16 | 0.3 | -2 | -0.1
COC(=O)c1c(NC(=O)COc2ccc(Cl)c(C)c2)sc2c1CCC2 | 0 | 1.1 | 3 | -0.1
CCOC(=O)c1cc2c(=O)n3ccccc3nc2n(CC(C)C)c1=NC(=O)c1cccc(C(F)(F)F)c1 | -5 | 1.7 | -11 | 0.2
COc1ccc(NC(=O)C2CCCN(c3nccc(C)n3)C2)cc1 (configuration not stated) | -11 | -0.3 | -18 | 0.1
CC1(c2ccccc2)NC(=O)N(NC(=O)CSc2ccccc2Cl)C1=O (configuration not stated) | 2 | 0.0 | 48 | -0.1
CC(C)(C)NCCOc1ccc(C(C)(C)C)cc1 | 2 | -0.7 | 43 | 0.1
O=C(NCCCN1CCOCC1)c1nnc(-c2ccc3c(c2)OCO3)o1 | -2 | -1.7 | -1 | 0.0
NC(=O)c1oc2ccccc2c1NC(=O)c1ccc(Cl)cc1 | 4 | 0.0 | 6 | 0.0
CC1CCCCC1NC(=O)C(c1ccc(Cl)cc1)N1CC23C=CC(O2)C(C(=O)Nc2ccc(Br)cc2F)C3C1=O (configuration not stated) | -5 | -1.3 | 2 | 0.1
COc1ccc2nc(SCC(=O)N3CCCC3)c(C#N)cc2c1 | -10 | -0.1 | 2 | -0.2
Cc1nc2c(-c3cccc4ccccc34)c[nH]n2c(=O)c1Cl | -4 | -0.9 | 6 | 0.7
COc1cc([N+](=O)[O-])cc2cc(C(=O)Oc3ccccc3Cl)c(=O)oc12 | -4 | -0.9 | -6 | 0.1
CCOc1ccc(C(=O)CCNC(C(=O)O)C(C)C)cc1 (configuration not stated) | 0 | 1.5 | 2 | -0.2
Cc1ccc(-n2c(SCC(=O)Nc3nccs3)nnc2-c2cccnc2)c(C)c1 | 11 | -0.1 | 6 | -0.1
O=C(c1cc2ccccn2n1)N1CCc2ccccc2C1 | -54 | 0.4 | 4 | -0.1
COCC#Cc1ccc([C@H]2[C@H](C)CC[C@H]3C(=O)N4[C@@H](CC[C@@H](C)[C@@H]4c4ccc(C#CCOC)cc4)C(=O)N32)cc1 | x | -2.8 | 14 | 0.2
C/C=C/C=C/C(=O)OCC(=O)c1ccc(Br)cc1 | 0 | 0.3 | -14 | 0.1
COc1ccccc1NC(=O)CCN1CCCC(C)C1 (configuration not stated) | 1 | -0.7 | -17 | 0.0
O=C(Nc1ccc(N2CCCCC2)cc1)c1ccc(-c2ccc(Cl)cc2)o1 | -11 | -1.4 | -1 | -0.1
Cc1cc2nc(-c3ccc(C)c(NC(=S)NC(=O)c4ccco4)c3)oc2cc1C | -47 | 1.2 | 3 | 0.0
COc1ccccc1C(=O)Nc1ccc2nc(SCC(=O)Nc3ccc(C(C)=O)cc3)sc2c1 | -16 | -0.2 | 10 | 0.1
CC1=[N+](CC(=O)c2ccc(C)cc2)CCn2cccc21 | -51 | 0.8 | -5 | -0.3
NC(=O)CSc1ncnc2c1nnn2Cc1ccc(F)cc1 | 8 | -0.1 | 8 | 0.0
NC(=O)C1CCN(C(=O)/C=C/c2cccc([N+](=O)[O-])c2)CC1 | -7 | 2.7 | -14 | -0.2

Entries of single compounds from above.
COc1ccc(NC(=O)C2CCCN(c3nccc(C)n3)C2)cc1 (configuration not stated) as listed: TEAD-YAP block: -11; GPR151 activ: -0.3; MITF primary: -18; FBW7 activator: 0.1
CCOc1ccc(S(=O)(=O)Nc2cc(C(F)(F)F)cc(C(F)(F)F)c2)c2cccnc12 as listed: TEAD-YAP block: -7; GPR151 activ: -1.2; MITF primary: 5; FBW7 activator: 0.0
O=C(c1cc2ccccn2n1)N1CCc2ccccc2C1 as listed: TEAD-YAP block: -54; GPR151 activ: 0.4; MITF primary: 4; FBW7 activator: -0.1

(next part)
SMILES | TEAD-YAP block | GPR151 activ | MITF primary | FBW7 activator
COc1ccc(CCc2ccc(OC)c(OC)c2)cc1OC | -1 | -0.7 | 8 | 0.0
CC(/C=N/NC(=O)c1nnn(-c2nonc2N)c1CN1CCCCC1)c1ccccc1 (configuration not stated) | 2 | 0.1 | 7 | 0.1
Cc1cc(S(=O)(=O)N2CCn3c(nc4ccccc43)C2)ccc1F | 11 | 0.8 | 3 | 0.1
NC(=O)CSc1cn(CCNC(=O)c2ccccc2)c2ccccc12 | 6 | 0.9 | 3 | -0.1
CCOC(=O)c1ccc(N2NC(=O)/C(=C/c3ccc(OC)c(Br)c3)C2=O)cc1 | -6 | 1.0 | 26 | 0.0
CC(C)c1ccc(NC(=O)C(c2cc3c(cc2[N+](=O)[O-])OCO3)N2CCN(C(=O)c3ccco3)CC2)cc1 (configuration not stated) | 5 | -0.4 | -2 | -0.1
O=C(COc1ccccc1Br)NCc1ccccn1 | -38 | -0.2 | 5 | -0.3
O=C(O)COc1ccc(/C=C2/SC(=O)NC2=O)cc1Cl | 1 | -1.3 | 19 | 0.5
CC(C)NC(=O)N1CCC(C(=O)NC(c2ccc(F)cc2)c2ccccn2)CC1 (configuration not stated) | -4 | 0.2 | -4 | 0.0
COc1cccc2cc(C(=O)Nc3onc4c3CCC4)oc12 | -2 | -0.2 | -7 | 0.0
Cc1cccc(N=C2NC(=O)/C(=C/c3ccco3)S2)c1C | -10 | -1.0 | 10 | -0.5
CCN=c1scc(-c2ccc(O)c(C(N)=O)c2)n1/N=C/c1sccc1C | -37 | -1.6 | 11 | 0.7
Cc1ccc(-c2nnn(CC(=O)N(CC(=O)NC(C)(C)C)c3cccc(F)c3)n2)o1 | -1 | 1.9 | 19 | 0.4
O=c1oc2c(Br)cc(Br)cc2c(=O)n1-c1ccc(F)cc1 | -7 | -4.6 | -15 | 1.4
Cc1cccc(/C=N/NC(=O)c2ccc(Br)cc2)c1 | -11 | 1.1 | -7 | 0.0

A section of the results above:
SMILES | TEAD-YAP block | GPR151 activ | MITF primary | FBW7 activator
Cc1ccc(-c2nnn(CC(=O)N(CC(=O)NC(C)(C)C)c3cccc(F)c3)n2)o1 | -1 | 1.9 | 19 | 0.4
O=c1oc2c(Br)cc(Br)cc2c(=O)n1-c1ccc(F)cc1 | -7 | -4.6 | -15 | 1.4
Cc1cccc(/C=N/NC(=O)c2ccc(Br)cc2)c1 | -11 | 1.1 | -7 | 0.0

Screens from PubChem BioAssay.
